Source: PubChem
mcGAS MS inh: inhibitors of Mus musculus cyclic GMP-AMP synthase, initial high-throughput assay, cell-free, RapidFire MS | Q8C6L5 | recombinant mouse cGAS, cGAMP by RapidFire MS | inhibition, % at 12.5 µM | 0.18% of 130,000 active | AID 1259397, 2018;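 active = inhibition of cGAS enzyme activity at or above 60%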;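 note: enzyme stimulated by 45 bp dsDNA with ATP and GTP substrates; cGAMP share of summed cGAMP plus half ATP and half GTP signals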
Target sequence (Q8C6L5 whole entry, looked up): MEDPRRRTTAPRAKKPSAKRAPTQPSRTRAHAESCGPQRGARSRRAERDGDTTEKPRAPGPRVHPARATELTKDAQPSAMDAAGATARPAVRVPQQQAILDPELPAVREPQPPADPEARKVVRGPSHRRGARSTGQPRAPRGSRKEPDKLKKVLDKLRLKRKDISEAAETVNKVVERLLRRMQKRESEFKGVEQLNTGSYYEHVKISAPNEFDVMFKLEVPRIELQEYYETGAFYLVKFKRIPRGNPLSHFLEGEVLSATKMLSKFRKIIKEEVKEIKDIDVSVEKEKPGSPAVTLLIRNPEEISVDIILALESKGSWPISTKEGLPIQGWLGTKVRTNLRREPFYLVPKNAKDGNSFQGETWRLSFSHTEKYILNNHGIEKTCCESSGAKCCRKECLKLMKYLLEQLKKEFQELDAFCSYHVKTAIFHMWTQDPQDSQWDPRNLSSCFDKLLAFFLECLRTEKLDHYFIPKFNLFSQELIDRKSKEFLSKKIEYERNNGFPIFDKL
* = called active by the depositor; & = joins results of further samples. This is a subset (hit frequency here may not be typical).

Molecule	mcGAS MS inh
CCN(CC1CCCN(CCc2cccc(OC)c2)C1)C(=O)C1=C(C)OCCO1 (stereo not drawn)	-15.0
Cc1cccc(C(C)C)c1NC(=O)c1c(C)noc1C	-8.3
CC(C(=O)N1CCc2sccc2C1)N1CCC(C(=O)Nc2nncs2)CC1 (stereo not drawn)	-13.8
COCc1cc(CNC(=O)[C@@]23CC[C@@](C)(OC2=O)C3(C)C)[nH]n1	-16.2
Cc1nccn1CCCC(=O)Nc1cc(F)ccc1-n1cccn1	-12.6
CCc1ccc(CN2CCC(CO)(Cc3ccc(OC)cc3)CC2)o1	-3.1
CCC(CC)n1nc(C)cc1NC(=O)c1cnc(-c2cccnc2)nc1	-19.0
Cc1ccncc1C(=O)N(Cc1ccc(F)cc1)CC1CCCO1 (stereo not drawn)	-1.0
CN(Cc1ccc(F)cc1)c1ncnc(NCCN2CCOCC2)c1N	-6.8
C[C@H](NC[C@H](O)CP(=O)(O)Cc1ccccc1)c1ccc(Cl)c(Cl)c1	-5.7
CC(OC(=O)c1nccnc1N)C(=O)Nc1ccc(Cl)cc1C(F)(F)F (stereo not drawn)	-13.3
Cc1cnc(C(=O)N(CC(C)C)c2c(N)n(CC(C)C)c(=O)[nH]c2=O)cn1	-52.2
CSCC(=O)N1CCN(C(=O)Nc2ccc(F)cc2)CC1	-10.6
Cc1cc(C(=O)N2CCCC(CCc3ccccc3C)C2)ccc1O (stereo not drawn)	5.5
COc1ccc(Oc2cccc(CN3CCNC(C(=O)NC4CC4)C3)c2)cc1 (stereo not drawn)	-22.0
COc1ccc2oc(=O)c(C(=O)OC3CCCCC3)cc2c1	-7.4
CCCN(C(=O)CSc1nnc(C)n1C1CC1)C1CCS(=O)(=O)C1 (stereo not drawn)	8.3
CC(C)C(=O)Nc1ccc(SCC(=O)NCc2ccccc2)nn1	10.1
CCCCc1cn(CC2CCN(C(=O)c3cn4ccccc4n3)CC2)nn1	-15.0
CNC(=O)COc1ncnc2c(Cl)cc(Cl)cc12	18.9
COC1CCCN(C(=O)C(C)Oc2ccc3c(c2)OCO3)C1 (stereo not drawn)	-13.1
O=C(NCC1=CCCCC1)c1ccccc1-c1ncc[nH]1	-23.3
COCCCNc1nc2nonc2nc1N1CCN(CC2CC2)CC1	-2.2
COc1cc(-c2ncc[nH]2)ccc1OCC(N)=O	4.0
Cc1nc(C(C)N(C)C(=O)NCc2cccc(F)c2)c(C)s1 (stereo not drawn)	-14.5
Cc1ccc(Oc2cc(Cl)ncn2)cc1	1.0
Cc1ccc(C(O)(CC2=NC(C)(C)CN2C(C)C)c2ccccc2)cc1 (stereo not drawn)	-1.9
COc1ccc2oc(C)c(C(=O)Nc3ccc(N(C)C(C)=O)cc3)c2c1	-4.5
Cc1cnc2c(C(=O)NCCc3nccc(-c4ccccc4)n3)cnn2c1	6.6
CCC1CCCCC1N(C)c1ccc(C#N)cn1 (stereo not drawn)	-3.2
CC1CC(=O)c2c(OCC(=O)NCc3ccco3)ccc(Cl)c21 (stereo not drawn)	-3.9
CC1CC1C(=O)Nc1ccc(O)c2ccccc12 (stereo not drawn)	1.6
Cc1ccc2c(C)c(C(=O)N(C)Cc3ccno3)oc2c1	-0.7
Cc1nonc1OCCNC1CCC2(CCNCC2)CC1	-3.0
O=S(=O)(c1ccc(Br)cc1)n1cccc1	-5.0
O=C1CCCN1C1CCN(c2ccc(Cn3ccnc3)cn2)CC1	-14.6
CNC(=O)c1nnc2n1CCN(C(=O)c1ccc(F)c(C)c1)C2	-7.0
CC1=CC(=O)C2C(C)(C)CCC[C@]2(C)[C@@]1(O)CCc1ccoc1 (stereo partly drawn)	-7.2
COc1ccc2c(=O)c3c(oc2c1)C(=O)N(c1nccs1)C3c1ccccc1 (stereo not drawn)	-6.6
O=C(CNC(=O)c1cccs1)NC1=NCCS1	-17.4
CCOC(=O)N1CCN(Cc2nc3c(c(=O)n(C)c(=O)n3C)n2Cc2ccccc2C)CC1	-6.3
CC(=O)c1[nH]c(C(=O)O)c(C)c1C	-5.4
O=C(Nc1ccc(F)cc1F)c1cccc(CN2CCNC(=O)C2CCO)c1 (stereo not drawn)	-21.2
Cc1cccc(OCC(=O)NNC(=O)COc2cc(C)c(Cl)c(C)c2)c1	-6.9
Cc1nc(-n2nc(-c3cccs3)cc2NC(=O)c2ccc(OC(C)C)cc2)[nH]c(=O)c1C	2.2
COC(=O)c1ccc(NC(=O)NCc2ccn(C)c2)c(F)c1	-37.0
CCC(C)NC(N)=NCc1ccc(Cn2ccnc2)cc1 (stereo not drawn)	-3.6
CCc1nc(C)c(C2=NC(=Cc3ccccc3)NN2)o1	-21.9
Cc1occc1C(=O)N(CCN(C)C)CC1CCCO1 (stereo not drawn)	-10.5
Cc1ccc(-n2ncc3c(=O)n(NC(=O)c4cc([N+](=O)[O-])ccc4Cl)cnc32)cc1C	-2.9
O=C(NCc1c(-c2ccccc2)nc2n1CCS2)c1ccccc1	-8.6
Cc1c(C(=O)NCc2ccc3c(c2)OCCO3)sc(=O)n1CCC#N	-5.4
C=CC=CSCC(=O)N=c1c(C#N)cc2c(=O)n3cccc(C)c3nc2n1CCCC	-9.0
O=C(NC1CCCCC1)c1cnc2ccccc2c1C(F)(F)F	-4.4
COc1ccc(CC2CN(Cc3cnc(-c4ccccn4)nc3)CCO2)cc1 (stereo not drawn)	-6.2
COc1cccc(NC(=O)C2(C)CCN2Cc2ccc(OC)c3ccccc23)c1 (stereo not drawn)	-9.6
O=C(NCC1(N2CCOCC2)CCCC1)c1cc(COc2ccc3c(c2)CCCC3)on1	3.0
CSc1cccc(CN2CCCC(CNC(=O)c3ccc(F)cc3)C2)c1 (stereo not drawn)	-6.2
CC(Nc1ccc2c(c1)CCC2)C(=O)Nc1ccccc1C#N (stereo not drawn)	0.6
CNC(=O)[C@@H]1C[C@@H](N)CN1C(=O)c1cc(C)c(C)s1	-7.1

Reformatted as labelled records: part of the list above.
COc1ccc(CC2CN(Cc3cnc(-c4ccccn4)nc3)CCO2)cc1 (stereo not drawn)
  mcGAS MS inh: -6.2

COc1cccc(NC(=O)C2(C)CCN2Cc2ccc(OC)c3ccccc23)c1 (stereo not drawn)
  mcGAS MS inh: -9.6

O=C(NCC1(N2CCOCC2)CCCC1)c1cc(COc2ccc3c(c2)CCCC3)on1
  mcGAS MS inh: 3.0

CSc1cccc(CN2CCCC(CNC(=O)c3ccc(F)cc3)C2)c1 (stereo not drawn)
  mcGAS MS inh: -6.2

Two compounds drawn at random from those above, as already listed:
Molecule	mcGAS MS inh
CCC(C)NC(N)=NCc1ccc(Cn2ccnc2)cc1 (stereo not drawn)	-3.6
COc1cccc(NC(=O)C2(C)CCN2Cc2ccc(OC)c3ccccc23)c1 (stereo not drawn)	-9.6

Further compounds.
Molecule	mcGAS MS inh
CCCC(CCC)n1[nH]c(=O)c2c(C)cc(=O)[nH]c21	10.1
CC(C)C(Nc1cccc(F)c1C#N)C(=O)N1CCOCC1 (stereo not drawn)	-6.8
Cc1ccc2[nH]c(CN(C)Cc3ccc4nonc4c3)nc2c1C	-9.7
Cc1[nH]n(-c2ccccc2)c(=O)c1C(=O)Cn1ccc(=O)[nH]c1=O	-3.8
O=C(Nn1cnc2c(cnn2-c2ccc(F)cc2)c1=O)c1ccccc1C(F)(F)F	-7.4
COc1ncccc1NC(=O)NC(c1ccc(F)cc1)C(C)(C)C (stereo not drawn)	-12.6
O=C(C1CCN(S(=O)(=O)c2ccccc2)CC1)N1CCN(Cc2cccc3ccccc23)CC1	-6.3
O=S(=O)(NC12CC3CC(CC(C3)C1)C2)c1ccc(F)c(F)c1	-5.2
Cc1cn2cc(CNC(=O)C3CC(=O)N(CC(C)C)C3)nc2s1 (stereo not drawn)	-9.1
Cc1nnc(SCCn2c(N3CCN(Cc4ccccc4)CC3)nc3c2c(=O)[nH]c(=O)n3C)s1	12.8
CCCc1nc(C)cc(-c2ccccc2CO)n1	-5.6
COc1ccc(-c2csc(=Nc3cccc(C(C)=O)c3)n2NC(=O)C(C)Oc2ccc(Cl)cc2C)cc1 (stereo not drawn)	13.9
CC(NC(=O)C1CCN(C)C(=O)C1)c1nc2ccccc2n1C(C)C (stereo not drawn)	-11.4&-3.0
CCCc1cc(CN(C)C[C@@H]2CCCN3CCCC[C@H]23)[nH]n1	-10.4
CN(C)C(=O)c1cccc(Oc2nc3ccccc3o2)c1	-1.8

Copied from the list:
In mcGAS MS inh, `O=C(C1CCN(S(=O)(=O)c2ccccc2)CC1)N1CCN(Cc2cccc3ccccc23)CC1` has the entry -6.3
In mcGAS MS inh, `Cc1ccc2[nH]c(CN(C)Cc3ccc4nonc4c3)nc2c1C` has the entry -9.7
In mcGAS MS inh, `CN(C)C(=O)c1cccc(Oc2nc3ccccc3o2)c1` has the entry -1.8
In mcGAS MS inh, `CC(NC(=O)C1CCN(C)C(=O)C1)c1nc2ccccc2n1C(C)C` (stereo not drawn) has the entry -11.4&-3.0

New compounds follow
molecule	mcGAS MS inh
CC1CN(C(=O)OC(C)(C)C)CC(C)N1CC(=O)N(C)CCC#N (stereo not drawn)	2.7
CCCCC(=O)Nc1nnnn1CCC	-10.0
CC(C)CC(N)c1csc(Nc2cnccn2)n1 (stereo not drawn)	-11.7
Cc1nccn1CC1(CNC(=O)C2CCCN(CC(N)=O)C2)CC1 (stereo not drawn)	-7.3
COc1ccc2c(c1OC)C(=O)N(c1ccc3c(c1)CCC3)C2=O	-5.0
CC1(C(=O)Nc2cccc(NS(C)(=O)=O)c2)CCN1CCCc1ccccc1 (stereo not drawn)	-7.5
c1cncc(COC2CCN(Cc3ccc4occc4c3)CC2)c1	-14.1
CN(Cc1ccco1)C(=O)NCCc1cccc(Cl)c1	-6.8
CC(c1ccc(F)cc1)N(C)S(=O)(=O)c1ncn(C)c1Cl (stereo not drawn)	-7.9
NC(=O)CCS(=O)(=O)CCN1CCOCC1	-8.5
Cc1ccc(-n2c(=O)[nH]c3c(C(=O)Nc4ccccc4)cn(C)c3c2=O)cc1	-35.5
COc1ccc(Cc2nc3ccc(C(=O)NCc4cc(F)ccc4F)cc3o2)cc1OC	-7.5
CCCN(C)CCC(=O)NC(C#N)c1cccc(Cl)c1 (stereo not drawn)	-0.4
O=C(CS(=O)(=O)c1cccc(Br)c1)Nc1ccccc1F	-0.9
Cc1nc(CNc2nccc(CCC(F)(F)F)n2)nc2c1CCCC2	-10.5
Cc1nccn1-c1ccc(NS(=O)(=O)c2ccc(C#N)cc2)cn1	-3.6
CN(Cc1ccc(CN(C)S(C)(=O)=O)o1)Cc1cccc2ncccc12	-6.6
CCOC(=O)c1c(C)oc(N)c1C(=O)OCC	-1.5
O=C(c1cccc2c(=O)c3ccccc3[nH]c12)N1CCCn2cncc2C1	-10.9
Cc1nccc(-c2cccc(-n3ccnc3-c3ccco3)c2)n1	0.1
NS(=O)(=O)c1cccc(CNS(=O)(=O)/C=C/c2ccc(Cl)cc2)c1	1.2
Cc1ccc(-n2c(SCC(=O)O)nnc2C2CCNCC2)cc1	-27.3
CCn1c(C2CC(=O)N(c3ccc(Br)cc3)C2)nc2ccccc21 (stereo not drawn)	-0.6
C=C(C)CNC(=O)C1CCCN(C2CCN(Cc3ccncc3)CC2)C1 (stereo not drawn)	-7.4
CCC(=O)NCCc1nc2ccccc2n1Cc1cc(C)ccc1C	-12.4
c1ccc2c(c1)CCN(C1CCCN(C3CCN(c4ccc5c(c4)OCO5)CC3)C1)C2 (stereo not drawn)	-1.8
Cc1nnc2c(C(=O)NCCc3cccc(F)c3)cccn12	-0.4
O=C(COc1ccc(Cl)cc1Cl)N=Nc1c(O)[nH]c2ccccc12	11.9
CCCN(C(=O)C1CC1c1cnn(C)c1)c1cccc2ccccc12 (stereo not drawn)	0.0
CCCN(Cc1cccc(Cl)c1)C(=O)CCSC	-14.5
COc1ccc2c(-c3c(-c4ccccc4)ncn3Cc3ncn[nH]3)cn(C)c2c1	-7.6
CC1CCCCN1c1ccc(S(=O)(=O)N2CCCCC2)cn1 (stereo not drawn)	-4.5
O=C(NCC1CCCN(Cc2cccnc2)C1)c1cccc2ccccc12 (stereo not drawn)	-9.5&-3.7
CN(Cc1ccsc1)C(=O)Cn1c(=O)[nH]c2ccccc2c1=O	-2.6
CC1c2cccn2CCN1C(=O)c1cn2ccsc2n1 (stereo not drawn)	-44.2
CC12CCC(C(=O)Nc3ncc(Cl)cc3Cl)(OC1=O)C2(C)C (stereo not drawn)	-2.1
CN1OC(C)(CC(=O)NCc2nccs2)N=C1c1cccc2ccccc12 (stereo not drawn)	-11.8
NC(=O)NC(CC(=O)N1CCc2ccccc21)c1ccccc1F (stereo not drawn)	-3.9
CCc1ccccc1-n1ccc2nc(N3CCCCC3)ncc2c1=O	-18.4
COCC(C)NC(=O)c1c(C)oc(C)c1C (stereo not drawn)	-19.1
O=C(C(Br)=CNc1cc(Cl)cc(Cl)c1)C(F)(F)F	-3.3
CN(Cc1ccccc1Br)C(=O)c1ccc(O)c(Cl)c1	13.2&18.5
Cc1cc(C(=O)N(C)CC2CCCN(CCc3ccccc3F)C2)no1 (stereo not drawn)	-5.7
Cc1cc(N2C(=O)c3oc4ccccc4c(=O)c3C2c2ccccn2)no1 (stereo not drawn)	-11.4
COC(=O)c1c(C)[nH]c(C(=O)C(C)OC(=O)c2ccc(OC)nc2)c1C (stereo not drawn)	-5.7
O=C(O)C1C2C=CC3(CN(CCCN4CCOCC4)C(=O)C13)O2 (stereo not drawn)	-10.2
CN1C(=O)/C(=C/c2ccc(OC(F)F)cc2)c2cc(Br)ccc21	-1.5
O=C(c1ccc2c(c1)CCO2)N1CC(c2ccncc2)C1	-4.1
Cc1nc(-c2cn(CCN)nn2)n(-c2cc(Cl)ccc2Cl)n1	-8.1
CC(C)Cc1noc(CN(Cc2ccccc2O)CC2CCCO2)n1 (stereo not drawn)	-2.2
C=C(C)COc1ncnc2c1sc1nc3c(cc12)COC(C)(C)C3	-18.4
CCOC(=O)Cn1c(=NC(=O)c2ccc([N+](=O)[O-])cc2)sc2ccccc21	-6.9

Sorted by length of the SMILES (largest number first): some entries from above
molecule	mcGAS MS inh
O=C(O)C1C2C=CC3(CN(CCCN4CCOCC4)C(=O)C13)O2 (stereo not drawn)	-10.2
C=C(C)COc1ncnc2c1sc1nc3c(cc12)COC(C)(C)C3	-18.4
Cc1nc(-c2cn(CCN)nn2)n(-c2cc(Cl)ccc2Cl)n1	-8.1
O=C(c1ccc2c(c1)CCO2)N1CC(c2ccncc2)C1	-4.1
